yeast rad50 = NCI yeast anticancer drug screen, S. cerevisiae rad50 strain; growth inhibition, % at 50 µM; hit rate 10% among 79,000;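 further: 0% = growth of vehicle-only cultures of the same strain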
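Genetically altered yeast (DNA repair pathway); compound treatment; growth inhibition vs vehicle ctrl.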
yeast mec2-1 = NCI yeast anticancer drug screen, S. cerevisiae mec2-1 strain; growth inhibition, % at 50 µM; hit rate 9% among 79,000;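 further: 0% = growth of vehicle-only cultures of the same strain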
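Yeast mec2-1 mutant treated with compound. Readout: growth inhibition vs vehicle controls.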
yeast bub3 = NCI yeast anticancer drug screen, S. cerevisiae bub3 mutant strain | hit rate 9.9% among 78,000 | % growth inhibition at 50 µM;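 further: 0% = growth of vehicle-only cultures of the same strain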
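Inhibition values come from growth of compound-treated mutant yeast normalised to vehicle-treated controls.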
yeast cln2 rad14 = NCI yeast anticancer drug screen, S. cerevisiae cln2 rad14 strain; growth inhibition, % at 50 µM; hit rate 8.3% among 78,000;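 further: 0% = growth of vehicle-only cultures of the same strain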
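Yeast carrying cln2 and rad14 alterations (cell cycle control and DNA damage repair) were exposed to compounds. Growth inhibition was measured against vehicle-treated controls.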
sgs1 mgt1 = NCI yeast anticancer drug screen, S. cerevisiae sgs1 mgt1 strain; growth inhibition, % at 50 µM; hit rate 10% among 78,000; AID 161;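 further: 0% = growth of vehicle-only cultures of the same strain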
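Yeast cells carrying a defined DNA-repair defect were exposed to test compounds. Growth inhibition was measured relative to vehicle-treated controls.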
yeast mlh1 rad18 = NCI yeast anticancer drug screen, S. cerevisiae mlh1 rad18 strain. hit rate 11% among 79,000. growth inhibition, % at 50 µM;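 further: 0% = growth of vehicle-only cultures of the same strain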
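In this whole-cell yeast screen, a strain with altered DNA damage repair is challenged with compound, and its growth is measured against matched vehicle-treated controls.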
An asterisk follows results filed as active. No stated cut-off is given here; in the data, active means growth inhibition above about 70%; inactive means the rest.

Order of results – yeast rad50, yeast mec2-1, yeast bub3, yeast cln2 rad14, sgs1 mgt1, yeast mlh1 rad18
O=[N+]([O-])c1ccc2c(c1)[n+]([O-])c1[nH]c3ccccc3c1[n+]2[O-] (tested in a mixture with another compound)
  93.2*, 87.4*, 81.8*, 89.8*, 82.9*, 86.3*
COC(=O)/C=C(/Sc1nc(Cl)c(Cl)nc1N)C(=O)OC (tested in a mixture with another compound)
  -15.1, -6.2, -29.5, -4.3, 10.7, -24.6
S=C(N/N=C(/c1ccccc1)c1ccccn1)N1CCCCCC1
  76.7*, 80.5*, 87.8*, 82.5*, 85.4*, 86.2*
Nc1cc(Cl)cc2[nH]c(=O)c3cc(Cl)ccc3c12
  39.8, 7.2, 17.2, 5.3, 13.6, 38.0
O=C(N/N=C\c1cc(Cl)ccc1O)C1CC1
  -5.3, 4.3, -5.4, -12.9, -6.9, -10.7
N#CSCC(=O)CCC(=O)O
  -2.8, 0.7, 3.8, -15.0, -8.8, -1.1
Nc1ccc(-c2ccc(Nc3cc(S(=O)(=O)O)c(N)c4c3C(=O)c3ccccc3C4=O)cc2)c(S(=O)(=O)O)c1
  -23.9, 14.8, -38.1, 8.4, -32.5, -9.1
c1csc(-c2nccc3ccccc23)c1
  1.6, 2.3, 7.7, 2.2, -19.2, 10.6
O=C1CCCCCCCCCCC1Cc1cc(O)c(CC2CCCCCCCCCCC2=O)cc1O (stereo not given)
  -1.2, 3.0, -5.8, -12.9, -6.0, -12.8
CCOC(=O)NC(NC(=O)OCC)C(=O)Nc1cccc2c(OC(=O)C(NC(=O)OCC)NC(=O)OCC)c(N=Nc3ccc(S(=O)(=O)Nc4nccs4)cc3)cc(N=Nc3ccc(S(=O)(=O)Nc4nccs4)cc3)c12 (tested in a mixture with another compound)
  78.7*, 74.9*, 61.8, 70.3*, 65.8, 83.1*
C(=Nc1ccc2c(c1)Cc1ccccc1-2)c1ccccn1
  61.8, -35.5, -22.8, 16.9, 24.3, 49.4
C=CC1(C)C(C)=C(C)C(C)=C1C
  11.1, -4.2, -2.0, 18.0, -13.7, 9.4
CCOCC(=O)O
  -15.1, -1.2, 39.2, -32.2, 9.2, -1.2
CCCCC(CCCC)C(=O)O
  -22.3, -9.7, 10.9, 50.0, -9.8, -9.3
CCOc1c(Cl)c(Cl)c(Cl)c(Cl)c1Cl
  -9.8, 4.0, -2.9, 9.3, -6.7, 5.4
O=C(CSC1=NCCN1)Nc1ccccc1
  0.0, 14.3, -8.7, -11.2, -41.4, 6.3
CC(N)C(=O)NC(CC(N)=O)C(=O)O (stereo not given)
  -24.1, -53.2, -17.4, 0.5, 3.0, -7.1
CCCCCCCCCCCCOc1ccc(Sc2ccc(OCCCCCCCCCCCC)cc2C)c(C)c1
  -16.2, -8.1, 6.3, -26.2, -0.9, -11.2
COc1ccc(C=Nc2ccccc2C(=O)O)cc1
  0.2, 7.1, 24.3, -41.9, 0.7, 5.9
Nc1nc(-c2ccccc2)c(-c2ccccc2)c(-c2nc(N)nc(-c3ccccc3)c2-c2ccccc2)n1
  -4.0, -6.0, -17.1, 2.5, -16.9, 7.8
Cc1ccc(O)c(S(=O)(=O)O)c1
  31.4, -4.5, 5.2, -11.5, -5.5, 13.9
Cc1cccc(NC(=O)c2cc3cc(N=Nc4ccc(Br)cc4)ccc3oc2=O)c1
  20.2, 17.8, 24.2, 36.5, 7.5, -0.6
CCOC(=O)C1=C(C)NC(C)=C(C(=O)OCCNC(=O)c2ccc(N=[N+]=[N-])cc2)C1c1ccccc1C(F)(F)F (stereo not given)
  40.1, 53.3, 57.4, 2.9, 9.9, 32.5
C=C1CCC2[C@@H](CCC3[C@]2(C)CCC[C@]3(C)C(=O)OC)[C@@H]1CC=O (stereo not given in full)
  11.4, 10.2, 9.5, 23.4, 9.2, 14.8
COc1cc(C(=O)N2C3C4CCC(C)(OC4(C)C)C32)cc(OC)c1OC (stereo not given)
  18.4, -15.4, 6.0, 10.2, 2.8, -8.9
Clc1ccc(/C=C2\c3cc(Cl)ccc3-c3c(Cl)cc(Cl)cc32)cc1
  45.5, 4.3, 1.8, 3.5, 12.2, 7.5
Oc1cccc2c1CCCC2
  -1.2, -12.2, -1.9, -16.4, -37.0, -3.9
Cc1ccc(S(=O)(=O)Oc2cc(Cl)c(Cl)cc2Cl)cc1
  -6.5, -21.8, 10.2, -9.8, 7.7, 2.3
CC1=Nc2ccccc2C12C(c1ccccc1)C(c1ccccc1)C(=O)N1c3ccccc3CC12 (stereo not given)
  -2.2, -16.4, -14.3, 20.1, -33.6, -1.6
CCCCCCCCc1cc(CN2CCOCC2)c(O)c(CN2CCOCC2)c1
  25.1, 14.6, 12.8, 24.4, 22.2, 21.6

2 records picked at random from the list so far, as already listed:
Order of results – yeast rad50, yeast mec2-1, yeast bub3, yeast cln2 rad14, sgs1 mgt1, yeast mlh1 rad18
Cc1ccc(O)c(S(=O)(=O)O)c1
  31.4, -4.5, 5.2, -11.5, -5.5, 13.9
O=C(N/N=C\c1cc(Cl)ccc1O)C1CC1
  -5.3, 4.3, -5.4, -12.9, -6.9, -10.7

The main list resumes, starting 5 compounds before the break.
Order of results – yeast rad50, yeast mec2-1, yeast bub3, yeast cln2 rad14, sgs1 mgt1, yeast mlh1 rad18
Clc1ccc(/C=C2\c3cc(Cl)ccc3-c3c(Cl)cc(Cl)cc32)cc1
  45.5, 4.3, 1.8, 3.5, 12.2, 7.5
Oc1cccc2c1CCCC2
  -1.2, -12.2, -1.9, -16.4, -37.0, -3.9
Cc1ccc(S(=O)(=O)Oc2cc(Cl)c(Cl)cc2Cl)cc1
  -6.5, -21.8, 10.2, -9.8, 7.7, 2.3
CC1=Nc2ccccc2C12C(c1ccccc1)C(c1ccccc1)C(=O)N1c3ccccc3CC12 (stereo not given)
  -2.2, -16.4, -14.3, 20.1, -33.6, -1.6
CCCCCCCCc1cc(CN2CCOCC2)c(O)c(CN2CCOCC2)c1
  25.1, 14.6, 12.8, 24.4, 22.2, 21.6
NCCCC(NC(=O)CCCCCCCCN=C(N)N)C(O)CCCCCCCCN=C(N)N (stereo not given)
  20.9, 14.8, 22.3, -6.8, 4.5, 0.8
COc1ccc2nc3cc([N+](=O)[O-])ccc3c(NCCO)c2c1
  58.5, 47.8, 49.0, 75.1*, 44.6, 49.9
O=C(O)c1cccc(C(=O)O)c1-c1c(C(=O)O)cccc1C(=O)O
  -5.2, 17.8, 7.5, -80.5, 7.7, 4.0
CC(=O)Oc1ccc(-c2ccccc2)cc1C(=O)O
  5.9, 1.6, 41.3, -15.7, 29.4, 11.6
C1COCCSC2=C(SCCO1)SC(=C1SC3=C(SCCOCCOCCS3)S1)S2
  39.9, 32.2, 50.9, 67.2, 31.0, 45.5
Cc1ccc(S(=O)NOCc2ccccc2)cc1 (stereo not given)
  3.2, 16.4, 11.1, 11.4, 5.3, 51.0
O=C1NNC=Nc2nc3c(cc21)CCCC3
  -43.8, -20.4, -4.2, -80.2, -14.3, -3.5
O=S1(=O)C(Cl)=C(O)c2ccccc21
  13.4, 6.5, -7.7, -22.6, -2.0, 11.4
O=C(NCc1ccncc1)C(c1ccccc1)c1ccccc1
  26.1, 2.1, 14.4, 6.4, 7.5, 8.4
O=S(=O)(O)c1ccc(Nc2ccnc3cc(Cl)ccc23)cc1
  -21.4, -32.1, -29.1, -3.9, -39.8, -10.0
S=C(Nc1ccc(Cl)c(Cl)c1)N1c2ccccc2-n2cccc2C1c1cccnc1 (stereo not given)
  80.8*, 84.5*, 84.0*, 84.7*, 85.0*, 87.8*
COc1cc(/C=N/NC(=O)N/N=C/c2cc(OC)c(OC)c(OC)c2)cc(OC)c1OC
  -37.9, -4.8, 0.9, 10.9, -11.1, 6.4
CCN(CC)c1c([N+](=O)[O-])c(=O)nc2ccccn12
  -3.9, -7.5, 8.2, -36.2, -7.6, -0.6
Oc1cccnc1CN1CCCCC1
  -11.7, -3.1, -10.8, 85.7*, -28.5, -21.1
CCOC(=C[P+](c1ccccc1)(c1ccccc1)c1ccccc1)OCC
  -6.5, 20.8, -3.6, -9.5, 2.4, -36.0
COc1ccc2c(c1)C(Br)CCC(Br)C2=O (stereo not given)
  47.6, 56.2, 88.7*, 33.5, 80.3*, 91.8*
C=CC[C@@]12CC(C=CC13OCCO3)OC(O)[C@@H]2C (stereo not given in full)
  -24.1, -27.3, -4.8, 18.4, 21.7, -9.4
N#CC(CCc1ccc([N+](=O)[O-])cc1)(CCc1ccc([N+](=O)[O-])cc1)C(N)=O
  38.4, 19.4, 24.9, -14.2, 35.9, 49.2
NC(Cc1c2ccccc2cc2ccccc12)C(=O)O (stereo not given)
  8.9, 21.2, 16.1, 5.2, 29.5, -8.1
Cc1ccc(S(=O)(=O)N2CCN3C(=O)c4ccccc4C32c2ccc(F)cc2)cc1 (stereo not given)
  31.8, 26.3, 50.7, 22.9, 63.2, 29.2
N#CN(Cc1ccccc1)Cc1ccccc1
  -1.2, 23.7, 10.7, 0.6, 7.8, 4.0
Cc1ccc(Nc2nc3nc[nH]c3c(=O)[nH]2)cc1CO
  -4.3, -12.4, -8.8, 0.0, -0.6, 4.8
O=P(CCO)(c1ccccc1)c1ccccc1
  -4.2, -9.4, 14.7, -4.5, -2.1, -0.2
CN(C)C1=C(Cl)C(=O)C(=O)c2cccnc21
  32.3, -2.9, -16.4, 5.2, 21.4, 38.4
Cc1c(Cl)cccc1NC(=O)Oc1ccccc1Cc1ccccc1
  -0.8, 43.1, 67.5, -2.7, 40.0, 52.2
C/C=C/Cc1ccc(O)cc1
  4.9, -6.0, -1.4, -25.4, -1.0, -1.1
N#CCC(=O)N/N=C1\C(=O)N(c2ccc(Cl)cc2)C(=O)C(=O)C1c1nc2ccccc2o1 (stereo not given)
  22.4, -11.8, 1.4, 16.5, 0.4, 8.4
CSc1ccc(OC(=O)NC2CCCCC2)cc1
  10.3, 39.5, 41.4, 5.4, 23.9, 0.9
CCc1ccc2c(c1)C(=O)c1c(c(-c3ccccc3)c3ccccc3c1-c1ccccc1)C2=O
  -6.0, -4.5, 13.8, -18.1, -6.4, 8.7
CN(C)c1ccc(Cc2ccc(N(C)C)c3cccnc23)c2ncccc12
  -5.5, -9.7, 12.3, -13.4, 13.7, 1.4

Order of results – yeast rad50, yeast mec2-1, yeast bub3, yeast cln2 rad14, sgs1 mgt1, yeast mlh1 rad18
Cc1cc(C)c2c(=O)cc(-c3ccccc3)[nH]c2c1
  6.3, -2.6, 3.0, 19.1, -6.2, -2.0
CC1(C)C=CC2=C(O1)C(=O)c1ccccc1C2=O
  39.6, -0.8, 48.4, 6.9, 73.2*, 44.5
O=C1c2ccccc2C(=O)c2c1ccc1c2N=C(c2ccc(Br)cc2)CC(c2cccc3ccccc23)N1 (stereo not given)
  -22.1, 11.6, 9.9, 10.2, 17.9, -11.6
Cc1ccc(S(=O)(=O)N/N=C/c2cc([N+](=O)[O-])cc(I)c2O)cc1
  2.4, -3.6, -10.6, -50.4, -4.5, 4.2
C/C(=N/NC(N)=O)C1C2CC3C(C2Cl)C31 (stereo not given)
  21.4, -15.3, 4.7, -30.6, -15.1, -2.4
Cn1cnc2ncnc(Oc3ccc(Cl)cc3)c21
  -13.5, -10.3, -27.1, 4.5, -3.0, -14.1
CC(=O)OC1CCC2(C)C(CCC3C2CCC2(C)C4CCC32OC(=O)C4CC(=O)O)C1 (stereo not given)
  86.6*, 89.5*, 73.0*, 90.5*, 89.5*, 93.5*
C=CC(=O)OC1CCCCC1
  28.1, 15.6, 19.5, 7.2, 22.9, 45.8
COc1cccc(NC(=S)C(C#N)C(=O)Nc2cccc(C(F)(F)F)c2)c1 (stereo not given)
  78.2*, 84.9*, 87.0*, 43.1, 85.5*, 70.5*
O=C1CNC(=O)c2cc(N=Cc3cc(Br)ccc3O)ccc2N1
  82.0*, 62.0, 43.4, 22.6, 93.5*, 71.9*
Cc1ccc(S(=O)(=O)NN=C2CCCCCC2)cc1
  8.7, 7.5, -12.4, -24.9, 8.8, 5.7
Cc1ccnc2[nH]c(-c3cccc4ccccc34)cc(=O)c12
  31.4, 15.8, 42.4, 28.1, 17.4, 45.5
Cc1cc(Cl)c(Cl)cc1NC(=O)c1ccc(Cl)cc1Cl
  2.9, 6.9, -1.3, -0.9, 1.2, 17.6
CC(=O)Nc1ccc(OCCOCCOc2ccc(NC(C)=O)cc2)cc1
  8.9, 7.5, 7.3, -10.8, 13.2, 2.8
CC(C)C(C(F)C(=O)OCc1ccccc1)N(Cc1ccccc1)Cc1ccccc1 (stereo not given)
  19.2, 2.2, -2.8, 11.8, -17.0, -2.9
OC1(C(O)(c2ccc(-c3ccccc3)cc2)c2ccc(-c3ccccc3)cc2)CCCCC1
  -11.0, -7.8, -26.4, -14.6, -34.0, -0.5

From PubChem BioAssay

Not a hit list; about 15% have a hit in one of these screens.
